KCNH2 3.1 block = KCNH2 3.1 (human) potassium channel inhibition; U2OS KCNH2 3.1, thallium flux FluxOr; active compounds read low; 340,000 tested, 0.95% active; activity change, % (tested at about 1.8 µM);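 active means maximum activity change below -70%; inconclusive means maximum activity change from -70% to -50%; inactive means maximum activity change above -50%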;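 further: thallium influx rate constant from kinetic fluorescence after stimulation buffer; on the % scale 0 is the no-effect control and ±100 the full control effect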
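Thallium flux via FluxOr fluorescence (Red40 quencher, 45 min loading) in U2OS cells virally expressing the KCNH2 3.1 isoform (1.77 x 10^8 /mL virus, overnight at 37 C). Rate constants from 2-min kinetic reads post-stimulation, normalised to positive and negative controls.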
Rab9 promoter act = Rab9 promoter activation; Potency, µM (series often up to 9.22 µM), inactives show at the top dose activation, negative = inhibition, usual class: activators; Huh7 Rab9 promoter-luciferase reporter, luminescence, 24 h; 320,000 tested, 2.8% active; further: potency means the concentration at half of the fitted maximal effect; % of control where 0% means no effect; nearly all actives have a fitted effect of over 60% in size
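Steps: seed 1500 Huh7 Rab9-luc cells per well, rest 2 h at 37 °C; add compound in DMSO; incubate 24 h; add luciferase reagent, 10 min ambient; read luminescence.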
FLuc counter = firefly luciferase modulation, counter-screen for miR-21 project; Potency, µM (series often up to 57.5 µM), without a hit: top-dose activity change, negative = inhibition, most hits filed as inhibitors; P08659; 360,000 tested, 6.9% active; purified FLuc, Km substrates, luminescence inhibition;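 further: potency means the concentration at half of the fitted maximal effect; plate controls were vehicle for no effect and reference inhibitor for full effect; nearly all actives have a fitted effect of over 55% in size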
Target sequence (P08659 whole entry, looked up): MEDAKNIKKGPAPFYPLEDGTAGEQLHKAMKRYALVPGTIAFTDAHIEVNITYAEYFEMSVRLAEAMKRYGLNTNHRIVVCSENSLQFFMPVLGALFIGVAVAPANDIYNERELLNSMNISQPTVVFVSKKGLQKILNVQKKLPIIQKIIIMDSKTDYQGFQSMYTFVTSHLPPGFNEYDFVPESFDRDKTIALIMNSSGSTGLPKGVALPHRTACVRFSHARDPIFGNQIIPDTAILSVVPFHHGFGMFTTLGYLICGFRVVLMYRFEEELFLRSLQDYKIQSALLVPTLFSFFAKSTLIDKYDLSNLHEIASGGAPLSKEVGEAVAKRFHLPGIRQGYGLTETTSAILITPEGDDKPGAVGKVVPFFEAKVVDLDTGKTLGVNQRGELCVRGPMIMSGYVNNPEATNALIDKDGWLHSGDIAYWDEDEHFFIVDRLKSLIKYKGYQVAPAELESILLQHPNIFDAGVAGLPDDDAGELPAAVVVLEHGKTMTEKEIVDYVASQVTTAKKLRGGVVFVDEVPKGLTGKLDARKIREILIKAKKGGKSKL
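Purified P. pyralis luciferase, 10 nM final, with Km-level 10 uM D-luciferin and 10 uM ATP in 50 mM Tris acetate pH 7.5, 10 mM Mg acetate, 0.01% Tween-20, 0.05% BSA; 6-point qHTS titration about 60 µM downward; luminescence read.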
Gal4-VP16 FLuc = counter-screen for ROR gamma inhibitors: Gal4-VP16 reporter; Drosophila S2 Gal4-VP16 UAS-luciferase, luminescence, 20 h; Potency, µM (series often up to 53.6 µM), for the others: at the highest dose activity, negative = inhibition, usual class: inhibitors; 310,000 tested, 3.5% active;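 further: Gal4-VP16 expression switched on by copper sulfate through the metallothionein promoter; potency means the concentration at half of the fitted maximal effect; on the % scale 0 is the no-effect control and ±100 the full control effect; nearly all actives have a fitted effect of over 50% in size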
NPC1 promoter act = activates the NPC1 promoter; Huh7 NPC1 promoter luciferase reporter, 24 h; Potency, µM (highest dose often 9.22 µM), without a hit: at the highest dose activation, hits mostly activators; 320,000 tested, 2.4% active;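 further: potency means the concentration at half of the fitted maximal effect; % of control where 0% means no effect; nearly all actives have a fitted effect of over 60% in size; reporter is driven by a mutant NPC1 promoter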
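Cells: Huh7 expressing luciferase under the NPC1 promoter, 1500/well. Seeded 2 h, compound added, incubated 24 h at 37 °C. Luciferase reagent, 10 min ambient, then luminescence.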
ELG1 genotox = induces genotoxicity in HEK293T cells with luciferase-tagged ELG1; HEK293T ELG1-luciferase reporter, luminescence, 16 h; Potency, µM (series often up to 46 µM), without a hit: top-dose activity change, positive = activation, most hits filed as activators; 330,000 tested, 1.3% active; AID 504466; further: potency means the concentration at half of the fitted maximal effect; % of control where 0% means no effect; nearly all actives have a fitted effect of over 60% in size
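HEK293T cells expressing luciferase-tagged ELG1 were treated with compound or DMSO for 16 hr at 37°C. Luciferase activity was then read after 30 min with ONE-Glo at room temperature; rising signal flags genetic stress.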
Giardia killer = Giardia lamblia killing. Giardia lamblia trophozoite viability. activity change, % at 7.66 µM, hits read low. 340,000 tested, 0.15% active. AID 540267; in the data active means activity change below about -80%; inconclusive means between about -30% and that limit;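 further: parasites exposed to compound for two days anaerobically before the ATP read; on the % scale 0 is the no-effect control and ±100 the full control effect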
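Giardia lamblia trophozoites (100 cells/well) were incubated with compounds for 48 h at 37 deg C under anaerobic conditions. Viability was read as ATP content by one-step luminescence after 15-30 min at room temperature.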
Tb PFK block = T. brucei PFK enzyme inhibition. O15648. T. brucei PFK, ADP-Glo luminescence. Potency, µM (doses to about 57.5 µM), inactives show top-dose activity, negative = inhibition, usual class: inhibitors. 330,000 tested, 0.17% active;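 further: potency means the concentration at half of the fitted maximal effect; 0% = uninhibited 1x PFK enzyme wells and -100% = no-enzyme wells; nearly all actives have a fitted effect of over 60% in size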
Target sequence (O15648 whole entry, looked up): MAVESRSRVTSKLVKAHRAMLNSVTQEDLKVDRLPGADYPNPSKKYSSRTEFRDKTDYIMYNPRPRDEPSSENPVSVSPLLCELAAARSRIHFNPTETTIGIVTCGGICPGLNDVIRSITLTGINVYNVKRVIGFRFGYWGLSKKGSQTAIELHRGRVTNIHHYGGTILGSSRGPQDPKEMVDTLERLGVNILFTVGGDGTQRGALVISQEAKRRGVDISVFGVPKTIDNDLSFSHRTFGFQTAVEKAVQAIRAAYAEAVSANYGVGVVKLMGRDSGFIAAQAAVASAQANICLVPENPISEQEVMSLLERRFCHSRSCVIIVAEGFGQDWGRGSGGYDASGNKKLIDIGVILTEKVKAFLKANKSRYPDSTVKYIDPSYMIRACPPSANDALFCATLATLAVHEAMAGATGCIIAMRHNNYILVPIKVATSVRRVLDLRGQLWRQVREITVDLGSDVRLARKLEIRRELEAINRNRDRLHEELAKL
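ADP-Glo luminescence quantified ADP after 45 min at room temperature, with 1.25 nM T. brucei PFK, 0.1 mM ATP and 0.5 mM fructose-6-phosphate in pH 8.0 TEA buffer. qHTS titrations up to 57 µM; curves classified by quality.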
uPA generation = inhibitors of cell surface uPA generation; cell surface uPA generation assay, qHTS; Potency, µM (series often up to 38.3 µM), inactives show top-dose activity change, negative = inhibition, most hits filed as inhibitors; 330,000 tested, 0.31% active; active means well fitted inhibition curve with a large enough effect; inconclusive means small, poorly fitted or top-dose-only effect; inactive means no such curve, though single readings can be large or run the other way; tested in mouse RAW 264.7 cells; further: potency means the concentration at half of the fitted maximal effect; on the % scale 0 is the no-effect control and ±100 the full control effect; nearly all actives have a fitted effect of over 55% in size
RORg inh = blocks mouse ROR gamma transcriptional activity | P51450 | Drosophila S2 Gal4-RORgamma UAS-luciferase reporter, 20 h | Potency, µM (doses to about 53.6 µM), for inactives: at the top dose activity change, negative = inhibition, most hits filed as inhibitors | 310,000 tested, 5.4% active | AID 2551; further: potency means the concentration at half of the fitted maximal effect; on the % scale 0 is the no-effect control and ±100 the full control effect; nearly all actives have a fitted effect of over 60% in size
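In this cell-based reporter format, copper sulfate (700 uM final) drives Gal4–ROR gamma fusion expression from a metallothionein promoter in Drosophila Schneider cells; compounds preincubated 1 hr, reporter read after 20 hr at ambient temperature.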
Coupling enz = inhibits coupling enzyme system, counter-screen for aldolase hits. coupling enzyme system counterscreen, AmpLite Red fluorescence. activity change, negative = inhibition, % at 58.2 µM, hits read low. 290,000 tested, 0.67% active. AID 2472; in the data active means activity change below about -30%; further: on the % scale 0 is the no-effect control and ±100 the full control effect
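Fluorescence at 525 nm excitation and 598 nm emission measured inhibition of the coupled detection system without aldolase. Compounds (at 57.5 uM final) were preincubated 10 min at room temperature with coupling enzyme reagent before a 20 min substrate/AmpLite Red step.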
The depositor's hits bear a star; ? = inconclusive; / = not tested or not shown; & = joins results of further samples; [ ] = remark or other dose. Unless noted, the call rests on the fitted dose curve; in most records, active means well fitted curve in the direction sought with a large enough effect; inconclusive means small, poorly fitted or top-dose-only effect, or another doubt; inactive means no such curve, though single readings can be large; an effect the other way counts as inactive or inconclusive.

SMILES	KCNH2 3.1 block	Rab9 promoter act	FLuc counter	Gal4-VP16 FLuc	NPC1 promoter act	ELG1 genotox	Giardia killer	Tb PFK block	uPA generation	RORg inh	Coupling enz
Nc1n[nH]c(N)c1N=Nc1ccccc1	1	8%	?	25%	3%	2%	9	3%	1%	-42%	0
COc1ccc(OCc2cccc(C(=O)Nc3ccc(CN4CCCCC4)cc3)c2)cc1	/	0.89µM*	12µM*	4%	1.1µM*	?	6	0%	-14%	24%	1
N#Cc1nc(Cc2cccc3ccccc23)oc1N1CCOCC1	9	-7%	2%	7%	-2%	2%	-7	1%	/	15%	3
COc1ccc(NS(=O)(=O)c2cc(NC(=O)c3ccc(Cl)cc3)ccc2N2CCOCC2)cc1	?	/	/	/	/	-1%	12	-4%	-18%	/	/
O=C(NNS(=O)(=O)c1ccccc1)C1CC(c2cccnc2)=NO1 (stereo not given)	14	2%	0%	7%	-1%	0%	7	-1%	2%	-1%	2
CC(C)(C)c1csc(Sc2ncccc2[N+](=O)[O-])n1	-3	0%	-15%	-12%	-1%	-5%	-19	3%	-3%	7%	-2
COc1ccc(NC(=O)NNC(=O)COc2ccc3cc(Br)ccc3c2)cc1	/	14%	-9%	17%	7%	8%	-8	0%	4%	2%	1
O=C(CSc1nnc(-c2ccccn2)n1Cc1ccccc1)Nc1ccc2c(c1)OCO2	-2	-3%	-1%	-7%	-3%	-1%	-1	-12%	10%	-23%	0
COc1ccc(Cl)cc1NC(=O)CN(C)C(=O)Cc1n[nH]c(=O)c2ccccc12	0	-4%	2%	/	1%	2%	13	3%	0%	/	/
CCOc1ccccc1OCCOc1ccc(F)cc1	6	-5%	5%	-14%	1%	0%	-3	0%	6%	44%	1
CCN(C(=O)COC(=O)c1ccco1)c1c(N)n(Cc2ccccc2)c(=O)[nH]c1=O	-4	9%	1%	/	-4%	0%	5	3%	0%	/	/
O=C(COC(=O)c1ccc([N+](=O)[O-])cc1)NCCC1=CCCCC1	1	/	/	/	/	1%	-29	-4%	-22%	/	/
COC(=O)c1ccccc1NC(=O)CN(c1c(C)cccc1C)S(C)(=O)=O	-9	6%	-1%	?	25%	-2%	1	-1%	-2%	17%	1
CCN(C1CCS(=O)(=O)C1)S(=O)(=O)c1cc(C)ccc1C (stereo not given)	9	-4%	1%	/	-1%	-2%	9	-11%	2%	/	/
COC(=O)NC(NC(=S)Nc1cccc(C)c1)C(Cl)(Cl)Cl (stereo not given)	-8	-12%	0%	-20%	-4%	0%	-9	2%	2%	-14%	1
CCOC(=O)Nc1ccccc1C(=O)N1CCOCC1	-2	6%	11%	-6%	-3%	-7%	-7	1%	1%	14%	5
COc1ccc(/C=N\NC(=O)c2nn(C)cc2Cl)cc1CN1CCOCC1	1	0%	-10%	-5%	1%	2%	1	3%	-6%	13%	1
NC(=O)c1ccc(-n2nnnc2SCC(=O)Nc2ccccc2F)cc1	-5	0%[1.84 µM]	-2%	-6%	-1%	0%	18	-1%	8%	-13%	1
Cc1ccc(S(=O)(=O)n2[nH]c(=O)cc2NC(=O)c2cccs2)cc1	/	-2%	-3%	-9%	10%	5%	/	-7%	/	-42%	-8
COCCCN1C(=O)c2ccc(C(=O)O)cc2C1=O	4	20%	1%	4%	-1%	-1%	3	-3%	/	-1%	4
Cc1ccccc1/C=N/n1c(-c2cc(-c3ccccc3)n[nH]2)n[nH]c1=S	1	-1%	-5%	?	-5%	2%	-18	-29%	-4%	?	0
CCOc1ccc(CC(C(N)=O)C(N)=O)cc1CN(C)C	0	-11%	0%	5%	-6%	-1%	-3	1%	-1%	0%	3
CS(=O)(=O)N1CCN(C(=S)NCc2ccc(F)cc2)CC1	12	0%	0%	-1%	-4%	0%	13	-3%	0%	6%	0
O=C(Cn1nc(-c2ccccc2)nc1-c1ccccc1)N1CCOCC1	28	-3%	0%	0%	4%	-3%	-6	0%	2%	0%	2
CCOC(=O)c1ccc2c(c1)nc(SC/C(O)=C(\C#N)c1nc3ccccc3[nH]1)n2CC	6	3%	6%	-2%	14%	7%	1	-5%	0%	5µM*	-1
O=[N+]([O-])c1ccc(S(=O)(=O)NCCc2cn3ccccc3n2)cc1	-16	-6%	6%	2%	-2%	-2%	27	2%	17%	4%	1
CC(=O)c1cccc(NC(=O)c2ccccc2OCc2ccc(F)cc2)c1	-5	-1%	5%	-2%	-3%	0%	13	4%	6%	-8%	3
CC(C)CCOc1cccc(OCC(=O)NC2CCS(=O)(=O)C2)c1 (stereo not given)	-4	5%	-1%	0%	-1%	-6%	12	-5%	4%	-2%	1
COc1ccccc1NC(=O)C(=O)NCCCN1CCCC1=O	-16	23%	-15%	/	11%	5%	-10	0%	-7%	/	/
Cc1ccc(N2C(=O)[C@@H]3[C@H](C2=O)C2c4ccccc4C=CN2[C@@H]3C(=O)c2ccco2)cc1 (stereo not given in full)	-31	-1%	-20%	17%	-3%	0%	7	9%	-10%	13%	-41*
O=C1OCC(c2ccc(Cl)s2)=C1c1ccccc1[N+](=O)[O-]	18	-12%	0%	-8%	2%	0%	-13	-7%	-5%	3%	-5
CCOc1cc2c(Cl)ncnc2c(OCC)c1OCC	6	1%	5%	9%	-3%	-7%	-15	3%	10%	7%	-4
CCOc1ccccc1-n1c(SCC(=O)N2CCOCC2)nnc1-c1ccccn1	-8	5%	0%	-1%	-1%	-1%	-4	-4%	0%	0%	0
COc1cc(NC(=O)CCCNC(=O)c2ccc(Cl)cc2)cc(OC)c1	4	3%	0%	-1%	-1%	2%	-22	0%	-3%	1%	1
Cc1ccc2[nH]cc(CCNS(=O)(=O)c3ccc(F)cc3)c2c1	-14	-8%	-1%	-6%	5%	-2%	7	-1%	-1%	-36%	0
CCCCCC(C)NC(=S)NC(=O)c1cc(S(=O)(=O)N2CCOCC2)ccc1C (stereo not given)	-14	-5%	3%	11µM*	-10%	-1%	12	-1%	-2%	10µM*	-10
Cn1cnnc1SCC(=O)NCCC(c1ccccc1)c1ccccc1	0	-8%	0%	11%	-4%	1%	-16	2%	-3%	-6%	1
Cc1cc(C)cc(N)c1	5	-3%	-1%	-4%	0%	1%	-7	-1%	-8%	-8%	/
O=C(CCn1c(=S)oc2ccccc21)Nc1ccc2c(c1)OCCO2	-2	-6%	?	/	-1%	8%	14	-10%	8%	-2%[0.365 µM]	-2
CCCNC(=O)COC(=O)c1c2c(nc3ccccc13)CCC2	7	0%	2%	-2%	-3%	-11%	-24	-22%	2%	15%	3
CSc1ccc(/C=N/NC(=O)CN2CCN(Cc3ccccc3Cl)CC2)cc1	-82*	-4%	-10%	-30%	1%	0%	14	1%	2%	?	6
Cc1cc(C(=O)NCCCN2CC(C)CC(C)C2)n(-c2ccccc2)n1 (stereo not given)	0	-8%	-3%	-3%	1%	-2%	-15	0%	8%	3%	0
CCOC(=O)CCCc1c[nH]c2ccccc12	-1	-5%	-1%	3%	4%	3%	5	-8%	/	-11%	-1
Cc1c(NC(=O)C(C)OC(=O)c2ccc(Br)o2)c(=O)n(-c2ccccc2)n1C (stereo not given)	1	-3%	0%	-3%	2%	-2%	-1	3%	7%	-6%	8
COc1ccc(OC)c(-n2c(-c3cccc(O)c3)n[nH]c2=S)c1	/	-2%	-16%	/	1%	-5%	5	?	6%	-22%[0.365 µM]	-1
CN(C)C(=O)N1CCCC(C(=O)NCc2ccccc2)C1 (stereo not given)	17	-5%	2%	-6%	1%	3%	10	-5%	4%	27%	3
Cc1nc2n(c(=O)c1CCN1CCC(c3noc4cc(F)ccc34)CC1)CCCC2	/	-9%	-3%	0%	-4%	/	-1	8%	1%	16%[10 µM]	5&0
COc1ccc(NC(=O)c2cc([N+](=O)[O-])ccc2NC(=O)CNC2CCCCC2C)c(OC)c1 (stereo not given)	-19	2%	0%	4%	-3%	-11%	-2	1%	1%	6%	0
CCCCCc1n[nH]c2c1CCCC2	-13	0%	-15%	-26%	0%	3%	12	1%	14%	10µM*	-5
O=C(O)c1ccc(/C=N/Nc2ccc(F)cc2F)cc1	-10	0.11µM*	0.54µM*	?	0.32µM*	?	-7	18%	-2%	13µM*	7
(further entries)
SMILES	KCNH2 3.1 block	Rab9 promoter act	FLuc counter	Gal4-VP16 FLuc	NPC1 promoter act	ELG1 genotox	Giardia killer	Tb PFK block	uPA generation	RORg inh	Coupling enz
C=CCN=C(NC#N)SCC(=O)NC(C)(C)C	-4	6%	-9%	-5%	4%	-5%	-22	-2%	0%	12%	5
Cc1cc(C)nc(SCC(=O)NC2=NC(=O)C(C)S2)n1 (stereo not given)	9	-9%	0%	9%	-1%	-9%	-12	-2%	-2%	-9%	0
Cc1ccc(C2=C(CC(=O)O)C(=O)CC2)cc1	-13	5%	3%	-18%	3%	0%	12	-2%	-3%	3%	8
CCCCCn1c(Br)nc2c1c(=O)n(CC(N)=O)c(=O)n2C	-3	6%	-1%	-2%	-3%	0%	-14	-1%	2%	1%	1
